Wee1 stabilizer = Wee1 degradation inhibitors, primary screen, cell-based, HeLa, Wee1K328M-luciferase, luminescence. Wee1-like protein kinase (Homo sapiens), P30291. HeLa Luc-Wee1K328M stability; 100% = proteasome inhibitor MG132 effect. reporter increase, % at 5 µM. hit rate 1.2% among 220,000. AID 1321, 2008;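 active means activation above the mean of all tested compounds plus 3 SD, set per screening run, cut at about 8.8% in these data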;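 further: cells exposed to compound for 20 h before luminescence read; 0% = DMSO alone and 100% = MG132 at 30 µM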
zfTRPN1 agonist = zebrafish TRPN1 channel agonists, primary screen, cell-based, HEK293, calcium fluorescence | AID 1424, 2008 | HEK293 zebrafish TRPN1-YFP, Fluo-8 calcium fluorescence; 100% = response to 87 µM carbachol | hit rate 0.18% among 220,000 | activation, % at 3 µM;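 active means activation above its plate's cutoff, the mean activation of test wells on that plate plus 3 SD, cut at about 19% in these data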;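 further: 0% = DMSO alone and 100% = 87 µM carbachol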
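Material – zebrafish TRPN1-YFP in HEK293 cells · Doses – 3 µM single point · Schedule – dye 1 h 37 °C plus 30 min RT · Signal – Fluo-8 calcium fluorescence, excitation 470-495 nm, emission 515-575 nm · Read-out – % activation versus carbachol response · Control set – carbachol high, DMSO low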
PPC-1+TRAIL kill = compounds killing PPC-1 cancer cells with TRAIL present, primary screen, TRAIL potentiator project, ATPLite luminescence, uHTS; cell killing (% activity), % at 4 µM; hit rate 0.41% among 220,000; PPC-1 cells + TRAIL, ATPLite viability luminescence; AID 1443, 2008;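 active means cell killing above 50% in the first pass at 4 µM, then a duplicate retest at 5 µM averaging 50% or more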;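 further: plate controls were cells with TRAIL plus DMSO for no effect and medium-only wells lacking cells for full effect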
TNF death inh = inhibitors of TNF-alpha triggered necroptosis, primary screen, cell-based, Jurkat FADD-/-, single concentration | Jurkat FADD-/- TNF necroptosis rescue, ATP luminescence, 24 h; 0 = TNF only, 100 = no-TNF cells | activation (protection from cell death), % at 10 µM | hit rate 0.068% among 220,000 | AID 463075, 2010;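 active means activation, meaning protection from cell death, of at least 50% relative to plate controls; inactive means activation below 50%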;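 further: necroptosis triggered by 40 ng/mL TNF-alpha added together with compound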
RBBP9 inh = human RBBP9 inhibitors, primary screen, biochemical, fluorescence polarization, FP-Rh probe, HTS. recombinant RBBP9. inhibition, % at 7.94 µM. hit rate 0.2% among 220,000;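 active means inhibition above the campaign mean of all tested compounds plus 3 SD, cut at about 14% in these data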;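 further: plate controls were DMSO wells with RBBP9 for no effect and wells lacking RBBP9 protein for full effect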
Target sequence (O75884 whole entry, looked up): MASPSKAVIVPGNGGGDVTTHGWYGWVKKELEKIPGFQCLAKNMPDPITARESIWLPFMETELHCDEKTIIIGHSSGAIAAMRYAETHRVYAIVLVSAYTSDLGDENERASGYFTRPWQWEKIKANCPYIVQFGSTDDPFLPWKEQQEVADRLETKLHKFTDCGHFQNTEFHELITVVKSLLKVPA
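System: RBBP9 protein / Quantity: 2.5 µM RBBP9 dispensing solution, before mixing / Also added: Serine-hydrolase probe FP-Rh, 375 nM pre-mixing / Dosing: 7.94 µM single dose, 0.794% DMSO / Timing: enzyme-compound preincubation 30 min, then probe labeling 45 min, 25 °C / Signal: FP readout at 525/598 nm / Controls: DMSO-treated enzyme wells and wells lacking RBBP9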
BaF3 tox = parental Ba/F3 cell viability inhibition, counter-screen for JAK2V617F inhibitor project, murine pro-B, CellTiter-Glo luminescence; hit rate 1.1% among 220,000; CellTiter-Glo ATP luminescence; inhibition, % at 5.6 µM; AID 1486, 2009;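 active means inhibition above a per-campaign cutoff, the mean inhibition of all tested compounds plus 3 SD, cut at about 27% in these data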;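 further: 0% = DMSO wells and 100% = JAK Inhibitor I control wells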
CHOP inh = inhibitors of CHOP promoter induction, primary screen, cell-based, unfolded protein response, luciferase reporter | inhibition, % at 10 µM | hit rate 3.8% among 220,000 | CHO-K1 CHOP-promoter luciferase, tunicamycin-induced, 15-18 h;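 active means compounds that reduced the stress-induced luciferase reporter signal by more than about 70% of percent inhibition, limit read from the data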;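 further: 0% = tunicamycin plus vehicle and 100% = wells without tunicamycin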
Ba/F3 V617F tox = reduced viability of JAK2V617F-dependent Ba/F3 cells, primary screen, JAK2V617F inhibitor project, cell-based, Ba/F3 EpoR-JAK2V617F, luminescence; ATP luminescence; inhibition, % at 5.6 µM; hit rate 1.1% among 220,000; AID 1446, 2008;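 active means inhibition above the campaign mean plus 3 SD over all tested compounds, cut at about 24% in these data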;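 further: cytokine-independent growth of Ba/F3 cells driven by EpoR plus mutant JAK2; 0% = DMSO-treated cells and 100% = JAK inhibitor I control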
TRPML3 ag = human TRPML3 channel agonists, primary screen, cell-based, HEK293 TRPML3-YFP, Fluo-8 calcium fluorescence, 3 µM | activation, % at 3 µM | Mucolipin-3 (Homo sapiens), Q8TDD5 | hit rate 0.29% among 220,000 | 100% = the carbachol control signal;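 active means activation above its plate's cutoff, the mean activation of the plate's test wells plus 3 SD, cut at about 12% in these data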;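 further: 0% = DMSO only wells and 100% = carbachol wells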
Target sequence (Q8TDD5 whole entry, looked up): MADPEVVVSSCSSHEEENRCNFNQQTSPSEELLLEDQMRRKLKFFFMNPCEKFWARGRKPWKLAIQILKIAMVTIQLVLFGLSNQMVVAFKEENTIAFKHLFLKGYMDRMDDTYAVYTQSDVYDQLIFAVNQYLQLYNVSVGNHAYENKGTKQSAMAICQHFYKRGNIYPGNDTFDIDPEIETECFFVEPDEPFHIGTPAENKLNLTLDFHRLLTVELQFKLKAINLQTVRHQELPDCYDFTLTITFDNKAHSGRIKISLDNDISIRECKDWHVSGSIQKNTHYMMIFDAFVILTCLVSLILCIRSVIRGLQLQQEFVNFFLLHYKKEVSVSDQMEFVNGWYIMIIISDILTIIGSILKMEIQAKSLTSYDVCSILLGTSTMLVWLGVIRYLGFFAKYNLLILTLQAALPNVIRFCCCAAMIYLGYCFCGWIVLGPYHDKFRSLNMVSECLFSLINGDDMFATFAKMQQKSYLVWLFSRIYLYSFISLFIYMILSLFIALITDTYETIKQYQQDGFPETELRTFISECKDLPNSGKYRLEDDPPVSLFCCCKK
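Test system – HEK293 line with stable expression of human TRPML3-YFP channel · Control set – carbachol 87 µM final as high control (100%), DMSO as low control (0%) · Signal – Fluo-8 calcium dye fluorescence, ex 470-495, em 515-575 nm · Incubation – 1-h 37 °C dye load, 5-s basal, 120-s post-compound reads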
* = called active by the depositor; . = not tested or not shown. Not a hit list; 6.8% or so of the library scored in one or more.

The opening eleven entries (preview)
SMILES	Wee1 stabilizer	zfTRPN1 agonist	PPC-1+TRAIL kill	TNF death inh	RBBP9 inh	BaF3 tox	CHOP inh	Ba/F3 V617F tox	TRPML3 ag
COc1ccc(C2C(C#N)=C(N)Oc3c2c(-c2ccccc2)nn3-c2ccccc2)c(OC)c1OC (centres undefined)	-3	1.4	23	0.6	-4	3	-3	-2	2.0
CN(C)C(=O)CSc1nc(-c2ccccc2)c(-c2ccccc2)o1	0	-3.0	3	-0.2	-4	0	10	-1	-0.6
Cc1ccc(C(=O)C2CCNCC2)cc1	-2	1.3	15	-2.4	2	-1	-12	-1	1.4
OC(Cc1nc2ccccc2[nH]1)c1ccccc1Cl (centres undefined)	3	-1.1	-3	0.5	-6	3	-38	-1	-0.1
CN(C)c1ccc(-c2nn3c(-c4ccccc4Cl)nnc3s2)cc1	7	-1.5	13	-10	-12	13	.	9	0.2
O=C(Nc1ccccc1N1CCOCC1)c1ccc([N+](=O)[O-])cc1	-1	-1.4	3	-2.9	-9	5	13	2	0.5
Cc1ccc(-c2nnc(-c3ccncc3)n2-c2ccc(C)cc2)cc1	1	0.9	4	-0.2	-12	2	33	0	0.5
Brc1cc2c(cc1/C=N/Nc1nc3ccccc3s1)OCO2	-2	0.8	8	-1.8	0	0	69	0	0.2
OC1(c2cccc(C(F)(F)F)c2)CCN(Cc2nc(-c3cnccn3)no2)CC1	-1	1.4	-21	0.7	-3	2	2	-1	1.2
COc1cc(OC)cc(C(=O)N[C@H](C(=O)Nc2nc(-c3ccc(F)c(F)c3)cs2)C(C)C)c1	2	0.9	44	0.6	-1	11	42	7	0.1
CCC(=O)Nc1ccc(NC(=O)CSc2nnnn2-c2cccnc2)cc1C	-2	-0.5	9	-2.2	-9	9	-7	3	0.1

This part in full, repeating the preview:
SMILES	Wee1 stabilizer	zfTRPN1 agonist	PPC-1+TRAIL kill	TNF death inh	RBBP9 inh	BaF3 tox	CHOP inh	Ba/F3 V617F tox	TRPML3 ag
COc1ccc(C2C(C#N)=C(N)Oc3c2c(-c2ccccc2)nn3-c2ccccc2)c(OC)c1OC (centres undefined)	-3	1.4	23	0.6	-4	3	-3	-2	2.0
CN(C)C(=O)CSc1nc(-c2ccccc2)c(-c2ccccc2)o1	0	-3.0	3	-0.2	-4	0	10	-1	-0.6
Cc1ccc(C(=O)C2CCNCC2)cc1	-2	1.3	15	-2.4	2	-1	-12	-1	1.4
OC(Cc1nc2ccccc2[nH]1)c1ccccc1Cl (centres undefined)	3	-1.1	-3	0.5	-6	3	-38	-1	-0.1
CN(C)c1ccc(-c2nn3c(-c4ccccc4Cl)nnc3s2)cc1	7	-1.5	13	-10	-12	13	.	9	0.2
O=C(Nc1ccccc1N1CCOCC1)c1ccc([N+](=O)[O-])cc1	-1	-1.4	3	-2.9	-9	5	13	2	0.5
Cc1ccc(-c2nnc(-c3ccncc3)n2-c2ccc(C)cc2)cc1	1	0.9	4	-0.2	-12	2	33	0	0.5
Brc1cc2c(cc1/C=N/Nc1nc3ccccc3s1)OCO2	-2	0.8	8	-1.8	0	0	69	0	0.2
OC1(c2cccc(C(F)(F)F)c2)CCN(Cc2nc(-c3cnccn3)no2)CC1	-1	1.4	-21	0.7	-3	2	2	-1	1.2
COc1cc(OC)cc(C(=O)N[C@H](C(=O)Nc2nc(-c3ccc(F)c(F)c3)cs2)C(C)C)c1	2	0.9	44	0.6	-1	11	42	7	0.1
CCC(=O)Nc1ccc(NC(=O)CSc2nnnn2-c2cccnc2)cc1C	-2	-0.5	9	-2.2	-9	9	-7	3	0.1
Cc1cccc(N2C(=O)CC(Sc3nc(C)cc(C)n3)C2=O)c1 (centres undefined)	4	-0.4	18	-0.1	-7	-1	-11	-4	0.3
Cn1c(SCC(=O)N/N=C/c2ccc([N+](=O)[O-])s2)nnc1-c1ccc(Cl)cc1	1	-0.4	7	-11	1	8	-13	2	1.1
COc1ccc(N(C)S(=O)(=O)c2c(C)noc2C)c(OC)c1	2	0.9	11	-1.6	1	6	15	-1	4.6
COc1ccc(-c2nc(NC(=O)c3ccccc3)sc2-c2ccc([N+](=O)[O-])cc2)cc1	-3	0.3	8	-11	-5	2	1	-1	0.8
Cc1ccc(C)c(/C=C/C(=O)c2ccccc(=O)c2O)c1	6	0.0	14	-6.8	-5	6	93*	3	-0.6
c1csc(C(c2nnnn2C2CCCCC2)N2CCN(c3nc4ccccc4s3)CC2)c1 (centres undefined)	0	0.3	-1	2.8	3	-4	13	-3	0.9
Cc1cc(C)c(C)c(OCC(=O)N2CCCCCC2)c1	2	-2.2	-4	-0.1	-2	2	31	1	-0.1
Cc1cc(O)c(C=Nc2cccc(Cl)c2)c(=O)o1	2	2.4	-6	-3.3	-6	7	16	-1	1.3
O=C(CCOc1ccccc1)N1CCN(S(=O)(=O)c2cccs2)CC1	1	0.9	4	-2.2	-11	8	-11	-1	0.8
O=C(CN1CCC(NC(=O)c2ccc(F)cc2)CC1)NCc1ccccc1F	3	-1.2	12	0.8	-6	4	18	1	1.4
Nc1ccc(SC(F)(F)F)cc1	-2	1.1	17	-2.4	1	0	-11	-1	1.3
COc1ccccc1C(=O)Nc1c2c(nn1-c1cccc(C)c1C)CS(=O)C2 (centres undefined)	-2	-0.6	-11	-3.2	-6	7	-6	2	-0.7
COc1ccc(C(=O)c2c(O)cc(-c3ccc(OC)cc3)oc2=O)cc1	-2	1.0	22	0.0	-8	3	-22	1	0.3
Cc1cc(C)n(-c2nnc(C)n2NS(=O)(=O)c2ccc(F)cc2)n1	2	1.2	26	0.1	-6	-1	5	1	0.4
SMILES	Wee1 stabilizer	zfTRPN1 agonist	PPC-1+TRAIL kill	TNF death inh	RBBP9 inh	BaF3 tox	CHOP inh	Ba/F3 V617F tox	TRPML3 ag
Cc1nc2ccccc2n1C1CCN(C(=O)Nc2ccccc2)CC1	-2	1.7	6	0.1	-6	8	5	2	1.1
N#Cc1c(-c2ccccc2)nc(SCC(=O)Nc2nnc(C(F)(F)F)s2)[nH]c1=O	0	1.9	0	0.9	-5	3	-10	-5	-0.3
NC(=S)N=Nc1c(O)n(CCCl)c2ccc(Cl)cc12	-1	-2.6	16	0.2	-7	4	-35	2	-0.8
CCn1nc(C)c(C(=O)Nc2cc(Oc3cc(C)cc(C)c3)cc([N+](=O)[O-])c2)c1C	2	0.0	30	-9.4	1	5	-5	2	0.2
CCOC(=O)C1CCCN(S(=O)(=O)c2ccc(Br)c(OC)c2)C1 (centres undefined)	-2	-0.5	-17	-0.1	-4	1	37	-3	-0.2
Fc1ccc(COc2cccc3cccnc23)cc1	-1	-0.5	4	3.0	-1	2	7	-2	-0.6
O=C(Cc1ccccc1)Nc1ccc(F)cc1	-1	-1.1	6	27	-7	3	1	4	-0.7
Cc1cc(C)c2nc(NNC(=O)c3ccc(S(=O)(=O)N4CC(C)CC(C)C4)cc3)sc2c1 (centres undefined)	-1	-1.2	6	-22	-2	12	47	-1	0.1
CCOC(=O)c1nc(NCc2cccnc2)c2ccccc2n1	1	0.7	6	-1.1	4	2	20	-2	0.2
CN(NC(=O)c1ccccc1)c1nc2ccccc2nc1C(F)(F)F	3	0.1	1	-13	-2	6	6	-3	1.0
N#CC1(Cc2ccccc2Cl)c2ccccc2C=CN1C(=O)c1ccccc1 (centres undefined)	4	1.2	14	-1.3	-10	6	60	6	0.1
Cc1cc(NS(=O)(=O)c2ccc(NC(=O)c3cnc4sccn4c3=O)cc2)nc(C)n1	-1	1.6	-4	0.2	-5	-5	2	3	0.5
O=C1c2ccccc2C(Nc2ccccc2F)N1c1cccnc1 (centres undefined)	-3	0.3	-22	0.3	-2	5	-21	-3	0.3
CCCOc1ccc(C(=O)CCNc2cccc(Cl)c2)cc1	-2	1.5	.	-0.2	-1	6	-13	1	1.2
Cc1cccc(NC(=S)NCC(c2cccnc2)N(C)C)c1C (centres undefined)	0	-1.4	2	0.7	-9	5	14	-2	1.3
CCOC(=O)N1CCN(C(=O)c2cccc(F)c2)CC1	0	0.5	6	0.7	-6	3	16	-3	0.7
C=CCC1(O)C(=O)N2C(=C1C(=O)OCC)c1ccc3ccccc3c1CC2(C)C (centres undefined)	0	0.4	8	-4.6	2	5	24	3	-0.9
O=S(=O)(c1ccc2c(c1)CCCN2)N1CCCC2CCCCC21 (centres undefined)	1	1.6	22	-2.2	-8	2	12	1	9.8
COc1cc(OC)c(/C=N/n2c(C)nnc2C)c(OC)c1	-1	0.4	12	-1.0	-4	3	-13	-4	0.5
N/C(COc1cc(Cl)cc(Cl)c1)=N\O	-3	-0.1	26	2.3	8	-1	13	-4	0.8
O=C(NCCc1ccccn1)/C(=C/c1ccco1)NC(=O)c1ccccc1	-3	-0.1	.	2.1	-7	2	-4	-5	0.0
CCc1nnc(NC(=O)C2CCN(S(=O)(=O)c3ccc(C)cc3)CC2)s1	4	0.6	8	1.5	-9	4	10	2	0.6
CCCCOC(=O)c1ccc(Nc2ncnc3nc[nH]c23)cc1	1	-1.1	29	-3.7	-3	2	-12	-5	0.4
C=CCNc1nc(Cl)nc(Nc2ccc([N+](=O)[O-])cc2)n1	0	0.2	12	-0.3	-9	4	-1	-2	0.1
COC(=O)c1cn(NC(=O)C2CCCO2)c(=O)c2ccccc12 (centres undefined)	-3	0.3	12	-1.3	-9	5	-14	6	0.2

Screening results deposited in PubChem by several laboratories.
